Wee1 degr inh – human Wee1 degradation inhibition, primary screen. AID 1321. reporter increase, % at 5 µM. HeLa Luc-Wee1K328M stability, luciferase luminescence; 100% = proteasome inhibitor MG132 effect. 220,000 compounds, 1.2% hits;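 active means activation above the mean of all tested compounds plus 3 SD, set per screening run, cut at about 8.8% in these data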;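 further: cells exposed to compound for 20 h before luminescence read; 0% = DMSO alone and 100% = MG132 at 30 µM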
FXIa inh 1536 – inhibitors of human coagulation factor XIa | P03951 | purified FXIa, Boc-Glu-Ala-Arg-AMC fluorogenic substrate | inhibition, % at 5 µM | 220,000 compounds, 0.14% hits | AID 798;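 active means inhibition of at least 40%; inactive means inhibition below 40%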;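 further: fluorescence of freed AMC excited at 355 nm; 0% = enzyme without compound and 100% = no enzyme blank; many of its hits are not listed in these tables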
FXIIa inh – factor XIIa (human) inhibition. P00748. purified FXIIa, Boc-QGR-AMC fluorogenic substrate, 2 h. inhibition, % at 5 µM. 220,000 compounds, 0.3% hits; in the data active means inhibition above about 40%;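 further: 0% = enzyme with no compound and 100% = blank without enzyme; many of its hits are not listed in these tables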
Target sequence (P00748 20-372 limits assumed): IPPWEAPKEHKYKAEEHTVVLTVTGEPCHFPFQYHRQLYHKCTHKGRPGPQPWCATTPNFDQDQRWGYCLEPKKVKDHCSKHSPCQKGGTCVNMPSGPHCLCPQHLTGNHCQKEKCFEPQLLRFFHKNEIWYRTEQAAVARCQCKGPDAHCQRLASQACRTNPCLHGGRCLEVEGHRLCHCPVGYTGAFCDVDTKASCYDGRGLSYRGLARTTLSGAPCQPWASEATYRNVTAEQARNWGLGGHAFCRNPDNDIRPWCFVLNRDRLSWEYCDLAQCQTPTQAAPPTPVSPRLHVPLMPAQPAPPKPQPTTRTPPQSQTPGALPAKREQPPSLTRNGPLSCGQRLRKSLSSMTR
Target sequence (P00748 373-615 limits assumed): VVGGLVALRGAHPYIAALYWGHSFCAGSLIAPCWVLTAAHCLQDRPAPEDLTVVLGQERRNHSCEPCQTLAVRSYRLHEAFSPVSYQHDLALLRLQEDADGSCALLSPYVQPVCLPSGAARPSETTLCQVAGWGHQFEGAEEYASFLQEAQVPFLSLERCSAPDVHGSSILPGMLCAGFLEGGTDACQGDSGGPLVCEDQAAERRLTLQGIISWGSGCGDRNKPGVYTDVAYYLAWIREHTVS
hK5 inh – blocks human kallikrein 5 protease activity | Q9Y337 | recombinant hK5, fluorogenic AMC substrate cleavage | inhibition, % at 5 µM | 210,000 compounds, 0.59% hits;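 active means inhibition of 40% or more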;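 further: 0% = enzyme controls without compound and 100% = no-enzyme blanks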
Target sequence (Q9Y337 67-293 limits assumed): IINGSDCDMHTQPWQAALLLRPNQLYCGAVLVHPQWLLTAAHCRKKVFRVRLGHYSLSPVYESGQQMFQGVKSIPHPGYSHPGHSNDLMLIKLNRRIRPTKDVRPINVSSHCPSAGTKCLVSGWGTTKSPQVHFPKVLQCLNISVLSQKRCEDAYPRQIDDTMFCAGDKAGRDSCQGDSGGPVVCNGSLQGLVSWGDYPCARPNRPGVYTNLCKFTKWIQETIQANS
14-3-3 Bad PPI – disrupts binding of bovine 14-3-3 zeta to phospho-Bad peptide. P63103. TR-FRET 14-3-3zeta/Dy647-pBad peptide displacement, 1 h. inhibition, % at 21.7 µM. 220,000 compounds, 0.71% hits;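 active means inhibition above about 70%, limit read from the data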;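 further: 0% = full 14-3-3 plus peptide FRET controls and 100% = background without 14-3-3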
p97 ATPase inh – inhibitors of human p97 ATPase; P55072; recombinant p97 ATPase, Kinase-Glo ATP luminescence, 3 h; inhibition, % at 8 µM; 220,000 compounds, 0.42% hits; AID 1481; in the data active means inhibition above about 15%;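 further: 0% = DMSO vehicle and 100% = wells lacking enzyme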
MDM2 E3 inh – blocks human Mdm2 ubiquitin ligase activity; cell-based MDM2 ubiquitination luciferase reporter, 2 h; 0 = plate control, 100 = twice control, blank-subtracted; signal enhancement, % at 5 µM; 210,000 compounds, 0.11% hits; AID 1230;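 active means signal enhancement of 30% or more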;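 further: luminescence tracks abundance of the self-degrading MDM2-luciferase fusion protein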
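Test system: mammalian cells stably expressing self-ubiquitinating, self-degrading MDM2 E3–luciferase fusion; Amount: 2000 cells in each well; Medium: DMEM; Schedule: 4 h settle plus 2 h compound, 37 °C; Technique: SteadyLite luciferase luminescence after 15 min room-temperature reagent incubation; Benchmarks: plate control and blank wells.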
Rad51 HR inh – blocks human Rad51 in homologous recombination; 200,000 compounds, 0.085% hits; inhibition, % at 10 µM; Q06609; hRad51 DNA strand exchange, fluorescence dequenching; AID 1385;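 active means inhibition above 40% at the single screening dose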;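 further: 0% = DMSO control wells and 100% = blanks with heterologous ssDNA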
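Test system – preformed human Rad51 ssDNA filaments · Reagent – Donor/quencher-labelled 47-bp dsDNA substrate · Incubation – 37 °C 15-min filament assembly, 30-min compound preincubation, 15-min exchange · Signal – FRET fluorescence dequenching, excitation 485 nm, emission 520 nm · Read-out – percent inhibition from fluorescence, normalised to plate control and blank means · Benchmarks – plate control and blank wells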
eIF4E 4G PPI – blocks eIF4E binding to eIF4G; P63073+Q04637; TR-FRET eIF4E-eIF4GI(517-606) binding, 2 h; AID 782; inhibition, % at 21.7 µM; 220,000 compounds, 0.37% hits;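 active means inhibition above about 30%, limit read from the data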;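 further: 0% = full FRET control wells and 100% = background wells lacking eIF4GI fragment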
An asterisk follows results filed as active; i = inactive; x = no result given; [ ] = dose if it differs, or a comment.

SMILES	Wee1 degr inh	FXIa inh 1536	FXIIa inh	hK5 inh	14-3-3 Bad PPI	p97 ATPase inh	MDM2 E3 inh	Rad51 HR inh	eIF4E 4G PPI
CCNC(=S)N1CCN(C(c2ccccc2)c2ccccc2)CC1	-3	2	17	-6	-6	-2	-35	4	2[fluorescence artefact?]
Cc1c(NC(=S)N2CCN(c3cccc(Cl)c3)CC2)c(=O)n(-c2ccccc2)n1C	-2	-3	0	-17	-2	-4	-16	5	-2
COc1ccc(S(=O)(=O)N2CCCCCC2)cc1C(=O)OCC(=O)NCC(C)C	2	6	18	5	x	-4	-9	-5	x
Cc1cc(C)c(CN2CCC(CO)(CCOc3ccccc3)CC2)cc1C	-1	0	3	x	-12	-4	-7	21	-1
COc1ccc(S(=O)(=O)Nc2cccc(-c3ccc4nncn4n3)c2)cc1F	6	0	11	9	-1	5	-5	x	1
O=C(COC(=O)c1sc2cc(Cl)ccc2c1Cl)Nc1ncc(Cl)cc1Cl	2	0	8	-4	-18	5	-16	6	2
O=C(CSc1nc2c(sc3ccccc32)c(=O)n1CCCN1CCCC1)NCC1CCCO1 (stereo not drawn)	-1	2	0	-2	-5	3	-11	-3	7
Cc1cc(C)n2c(SCC(=O)N3CCN(S(=O)(=O)c4ccc(Cl)cc4)CC3)nnc2n1	0	14	20	-8	1	5	-18	-7	0
O=C(c1ccc2nc(-c3ccco3)c(-c3ccco3)nc2c1)N1CCN(c2ccccc2)CC1	3	2	-6	-2	14[fluorescence artefact?]	-1	-13	13	-19[fluorescence artefact?]
CN(CC(=O)Nc1ccc(S(=O)(=O)N2CCCC2)cc1)Cc1ccc(Cl)cc1Cl	1	4	11	-16	-10[fluorescence artefact?]	-3	23	15	4
Cn1nnnc1SCC(=O)Nc1nc(-c2ccccc2)c(-c2ccccc2)o1	0	7	17	4	2	-4	0	5	0[fluorescence artefact?]
CCOCC(=O)Nc1nc2ccc(C)cc2s1	2	-4	-4	-26	1	0	-8	-1	2
CC(C)c1cc(C(=O)N/N=C/C=C/c2ccccc2)n[nH]1	0	5	10	3	5	7	-7	9	4
C=CCn1c(NC(=O)c2ccccc2Cl)c(C#N)c2nc3ccccc3nc21	-2	-4	19	0	55[fluorescence artefact?]	43*	-17	6	14
N#CC(C#N)=C1C=C2C=C(N3CCCCC3)CCC2CC1 (stereo not drawn)	1	7	3	-4	-14[fluorescence artefact?]	4	-6	i	0
CCC(C(=O)OCC(=O)Nc1cccc(S(=O)(=O)NC2=NCCCCC2)c1)c1ccccc1 (stereo not drawn)	2	-3	1	-2	-10	2	1	29	2
CCOC(=O)c1c(C)n(-c2ccccc2)c2ccc(O)c(CN(C)C)c12	0	-1	3	x	6	2	-15	x	2
COc1ccc(-c2oc3cc(OC)c(O)c(OC)c3c(=O)c2OC)cc1O	-1	6	12	2	-4	1	6	4	1
COCC(C)NC(=O)c1noc2c1CCc1cc(OC)ccc1-2 (stereo not drawn)	-3	-7	7	-41	-6	4	-14	5	2
COc1ccc(C(=O)O)cc1S(=O)(=O)N(C)CCc1ccccn1	1	-8	5	-3	4	1	7	0	1
O=C(Cn1cnc2ccccc21)N/N=C/c1cccc([N+](=O)[O-])c1	-2	1	9	-2	-6	2	-12	27	3
COC(=O)c1cc(OC)c(OC)c(OC)c1N	8	-8	12	-15	-9	-2	-6	x	-2[fluorescence artefact?]
O=C(Nc1ccccc1)Oc1ccccc1N1CCOCC1	-3	5	14	1	-2	12	-7	17	0
COc1ccc(C(CNC(=O)c2ccc(-n3cnnn3)cc2)N2CCOCC2)cc1 (stereo not drawn)	-1	3	6	-6	0	8	-11	7	-2
Cc1cc2cc(CNC(=O)c3ccc(S(=O)(=O)N4CCOCC4)cc3)ccc2n1C	1	-7	0	-33	-7[fluorescence artefact?]	4	-1	-5	2[fluorescence artefact?]
Cc1ccc(C)c(N2CCN(C(=O)Cc3cn(C)c4ccccc34)CC2)c1	1	0	-12	-1	15	-7	-10	-10	6
Cc1cccc(Nc2c(F)c(F)c(F)c(F)c2C(=O)O)c1	1	-3	11	-3	-2	0	-15	6	-2
N#CCc1nc2ccc(S(=O)(=O)N3CCOCC3)cc2s1	-3	-7	-3	-4	2	5	-17	-168	5
COC(=O)C1=C(C)N(c2cccc(OC)c2)C(=O)/C1=C\c1ccco1	4	-2	5	-15	-5	-4	-19	-3	3[fluorescence artefact?]
Cc1cc(/C=C(/C#N)c2nc3ccccc3[nH]2)c(C)n1-c1cccc([N+](=O)[O-])c1	-3	-15	7	-25	-11	6	-10	11	-11
NC(=O)CSc1nnc(-c2ccc([N+](=O)[O-])cc2)o1	1	-1	5	-23	1	2	-4	-2	3
Cc1nnc(SCc2cccc3ccccc23)s1	5	5	8	1	-3	4	0	14	-2
COc1ccc(CNC(=O)c2sc3nc4c(c(C(F)(F)F)c3c2N)CCC4)cc1	3	3	4	-3	-10	3	-2	-4	2[fluorescence artefact?]
Cc1cc(C)c2c(N)c(C(=O)N3CCCCCC3)sc2n1	-1	7	14	-25	-1[fluorescence artefact?]	4	7	-7	-4
Cn1c(SCC(=O)N2CCCC2)nnc1-c1cnccn1	-5	0	10	3	-6	2	-8	-4	0
COc1cc(OC)cc(C(=O)NCC(=O)OCc2cc(=O)oc3cc(OC)ccc23)c1	3	1	2	3	12	3	-2	10	1
CCCn1nnnc1SCC(=O)NCc1cccs1	2	8	14	-10	9	-2	2	6	-4
CCOc1ccc(-c2ncncc2-c2ccc(OC)cc2)c(O)c1	0	10	21	0	0	-1	8	-11	2
O=S1(=O)CCC(NC(=S)Nc2ccccc2)C1 (stereo not drawn)	0	-5	-2	-4	-9	2	-8	10	-1
Cc1cccc(C)c1NC(=O)C1(C)c2cccc[n+]2CC(=O)N1Cc1cccs1 (stereo not drawn)	0	2	6	-3	5	4	-6	-16	3
Cc1ccc(CCNC(=O)C2CC(c3ccccc3[N+](=O)[O-])=NO2)cc1 (stereo not drawn)	-1	-2	19	11	13	-1	-2	10	0
Cn1cc(CNCc2ccc(-n3cccn3)cc2)c(-c2ccccc2F)n1	-2	-5	0	3	-5	3	-1	-8	2
CC(=O)N(c1ccc2oc(=O)sc2c1)S(=O)(=O)c1ccccc1	0	6	13	-6	-7	5	-4	-11	5
Cn1c(=O)n(CCc2ccccc2)c(=O)c2c1nc1n2CCN1Cc1ccco1	-1	1	-2	-5	8[fluorescence artefact?]	-2	-18	-7	6[fluorescence artefact?]
CC(C)CN1CCN(Cc2ccc(Oc3ncccn3)cc2)CC1CCO (stereo not drawn)	-4	4	8	1	-10	2	-8	x	-1
COc1ccccc1C(=O)Nc1cccc(SC)c1	-1	1	13	-8	-9	0	6	-4	0[fluorescence artefact?]
COc1ccccc1C1C(C(=O)c2cc3ccccc3o2)=C(O)C(=O)N1CCN(C)C (stereo not drawn)	2	2	2	7	7	2	-12	10	-2
COc1ccccc1NC(=S)NC(=O)CCCOc1ccc(Cl)cc1Cl	1	-10	-9	-28	-8	-3	0	-5	-2
C=CCNC(=S)N1CCC(C(=O)c2ccc(OC)cc2)CC1	4	-24	3	5	7[fluorescence artefact?]	1	6	-10	2[fluorescence artefact?]
CC(Cl)C(=O)Nc1ccccc1C#N (stereo not drawn)	-3	1	5	-8	-2[fluorescence artefact?]	-7	-2	16	-9
Cc1cc(-c2sccc2Br)nc(-n2cccc2)n1	2	-6	5	-6	-6	-3	-11	-10	3
Cc1cccc(C(=O)NCC(=O)OCC(=O)c2cc(C)n(CC3CCCO3)c2C)c1 (stereo not drawn)	3	-4	-1	-5	-5	2	-28	-3	0
COC(=O)c1ccc(C2CC(=O)Nc3cc(OC)c(OC)cc32)cc1 (stereo not drawn)	2	-10	-19	3	4[fluorescence artefact?]	1	-13	1	2
CC(C)(C)C(=O)NCCc1nc2ccccc2n1CC(=O)c1ccccc1	-1	-6	1	-12	0	4	x	-2	9
COc1ccc2c(c1)C=C(CN1CCN(C(C)C)C(CCO)C1)CO2 (stereo not drawn)	1	4	5	x	-5	0	-3	12	2
N/C(=N/O)c1ccccc1N1CCC(Cc2ccccc2)CC1	0	4	4	1	-6	-3	-23	-12	1
CC(Sc1nnc2ccccn12)C(N)=O (stereo not drawn)	6	-1	1	-2	-5	7	-17	x	2
Cc1cc(C)nc(SCC(=O)N/N=C\C(Br)=C\c2ccccc2)n1	-2	-5	4	4	-2	-7	-15	1	0

Nothing new here: an excerpt of the list.
SMILES	Wee1 degr inh	FXIa inh 1536	FXIIa inh	hK5 inh	14-3-3 Bad PPI	p97 ATPase inh	MDM2 E3 inh	Rad51 HR inh	eIF4E 4G PPI
COc1ccccc1C1C(C(=O)c2cc3ccccc3o2)=C(O)C(=O)N1CCN(C)C (stereo not drawn)	2	2	2	7	7	2	-12	10	-2
COc1ccccc1NC(=S)NC(=O)CCCOc1ccc(Cl)cc1Cl	1	-10	-9	-28	-8	-3	0	-5	-2
C=CCNC(=S)N1CCC(C(=O)c2ccc(OC)cc2)CC1	4	-24	3	5	7[fluorescence artefact?]	1	6	-10	2[fluorescence artefact?]
CC(Cl)C(=O)Nc1ccccc1C#N (stereo not drawn)	-3	1	5	-8	-2[fluorescence artefact?]	-7	-2	16	-9

Molecules shown so far that have a COOH group, in the order listed:
SMILES	Wee1 degr inh	FXIa inh 1536	FXIIa inh	hK5 inh	14-3-3 Bad PPI	p97 ATPase inh	MDM2 E3 inh	Rad51 HR inh	eIF4E 4G PPI
COc1ccc(C(=O)O)cc1S(=O)(=O)N(C)CCc1ccccn1	1	-8	5	-3	4	1	7	0	1
Cc1cccc(Nc2c(F)c(F)c(F)c(F)c2C(=O)O)c1	1	-3	11	-3	-2	0	-15	6	-2

This is a random part of the collection; overall some 3.5% were active at least once.
